LDHA block = inhibitors of human lactate dehydrogenase A; hit rate 0.15% among 480,000; AID 1347041; P00338; purified LDHA, NADH/diaphorase-resazurin fluorescence; stronger effect = lower value; activity change, % (values are at about 110 or 230 µM); in the data active = activity change below about -30%; inconclusive = mostly about -25% to -30%;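 note: plate controls were DMSO wells for no effect and wells without enzyme for full effect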
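Remaining NADH was detected by diaphorase (0.133 mg/mL) converting 37 µM resazurin to fluorescent resorufin, read at 0 and 20 minutes. The preceding 5-minute room-temperature reaction used 2 nM LDHA, 0.2 mM sodium pyruvate and 0.06 mM NADH at pH 7.4.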
Active calls of the source: *; u = inconclusive; & = joins results of further samples. Only part of the results is shown (hit frequency here may not be typical).

LDHA block	SMILES
0	CCN(CC)S(=O)(=O)N1CCCC(c2nc3ccccc3o2)C1 (centres undefined)
5	CCCNCc1ccc(-c2ccc(F)cc2)o1
12	O=C(CSc1nc2ccccc2nc1N1CCCC1)N1CCN(C2CCCCC2)CC1
3	CCc1ccc2oc(=O)cc(-c3oc4ccccc4c3N)c2c1
5	CC(C)(C)c1ccc(Cn2nc(C(=O)O)c3ccccc3c2=O)cc1
4	CC1CCc2c(-c3ccccc3O)nc3ccc4ccccc4c3c2C1 (centres undefined)
3	COC(=O)c1[nH]c(C)c(/C(O)=C2\C(=O)C(=O)N(CCCn3ccnc3)C2c2ccccc2F)c1C (centres undefined)
2	CCNC(=O)NC(=O)C(C)Sc1nc(-c2ccccc2)c(-c2ccccc2)o1 (centres undefined)
2	CC1CCN(CC(=O)NC(c2cccs2)C(C)C)CC1 (centres undefined)
3	Nc1cccc(C#Cc2ccccc2)c1
-6	CCCCC1CCC(c2nc(C#N)c(N3CCN(CC)CC3)o2)CC1 (centres undefined)
0	Cc1cc(NCc2cccnc2)n2nc(C(F)(F)F)c(-c3ccccc3Cl)c2n1
9	CCOC(=O)c1oc2cc(OC(=O)c3ccco3)ccc2c(=O)c1-c1ccc(Br)cc1
-5	CCCCCCn1nc(C(=O)Nc2cccc(S(=O)(=O)NC(C)(C)C)c2)c2ccccc2c1=O
2	CC(=O)Nc1ccc(-c2csc(-c3ccccc3C)n2)cc1
0	COc1cn(-c2ccccc2)nc1C(=O)OCC(=O)NC1CCCC1
2	CC1=C(C(=O)OC(C)C)C(c2ccc(Cl)c(Cl)c2)CC(=O)N1 (centres undefined)
-20	CC(NCc1ccccc1C#N)c1ccccc1F (centres undefined)
0	CCc1ccc(C2c3cccn3-c3c(c(C)nn3-c3ccccc3)CN2C(=O)NCC(=O)OC)cc1 (centres undefined)
-4	Cc1csc(N2CCCN(CC(=O)Nc3cc(C)on3)CC2)n1
-3	COc1ccc2[nH]c(C(=O)NC(C)C(=O)Nc3nc(C)cs3)cc2c1OC (centres undefined)
5	COc1cc2c(cc1OC)CN(C(=O)c1sc3cccc(F)c3c1C)CC2
11	Cc1ccc(-c2ccc(C=C(C#N)C#N)o2)cc1C(=O)O
-5	O=C(O)C(c1c[nH]c2ccccc12)N1CCN(c2ncc(Br)cn2)CC1 (centres undefined)
-7	Cc1cnc(NC(=O)c2nn(CC(C)C)c(=O)c3ccccc23)s1
4	O=C(Nc1ccc(-c2nc3ccccc3o2)cc1)C1CC1
-2	Clc1cccc(Oc2ncnc3c2oc2ccccc23)c1
1	Cn1ccc2c(C(=O)Nc3nnc(C4CC4)s3)cccc21
7	O=C(Nc1cccc(OC2CCCC2)c1)c1ccncc1
16	Cc1ccc(-c2noc(CNc3ccccc3F)n2)cc1
20	CCC(C)[C@H](NC(=O)Nc1cc(OC)cc(OC)c1)C(=O)O (some centres undefined)
-1	CCC(C)(C)NC(=O)CSc1nc(C)c(C)n1C1CCCCC1
-9	CCOC(=O)C1=C(C(F)(F)F)NC2(O)c3ccccc3C(=O)C12O (centres undefined)
5	O=C(Cn1nnc(-c2ccc(F)cc2)n1)c1ccc2c(c1)CCCC2
10	COCCCNCc1ccccc1C
3	CCOc1cc(CN2CCCCCC2c2ccccc2Cl)ccc1OCC(N)=O (centres undefined)
4	COCc1nnc(NC(=O)Cn2ccc3ccc(Cl)cc32)s1
-2	Cc1cc(C)c(C)c(S(=O)(=O)NCC2CN(Cc3ccccc3)CCO2)c1C (centres undefined)
-2	Cc1nc(/C=C/C(=O)N(C)Cc2cccs2)cs1
6	CC(C)CNC(=O)Cc1ccc2c(c1)CCCC2
1	CCC1CCc2sc(C(=O)N3CCN(c4ncccn4)CC3)cc2C1 (centres undefined)
u	CCOC(=O)C1CCN(c2nc3ccccc3nc2C(C#N)C(=O)NCCOC)CC1 (centres undefined)
2	CCOc1ccccc1CNC(=O)c1cc(C)nc2c(C)cccc12
-1	COCCCn1cc(CN2CC(N3CCN(Cc4ccccc4F)CC3)CS2(=O)=O)nn1 (centres undefined)
0	O=C(N/N=C/c1cccc(I)c1)c1cccs1
1	CC1CCC(NC(=O)C23CC4CC(CC(C4)C2)C3)CC1 (centres undefined)
-3&-2	COc1ccccc1C1=Nn2c(COc3ccccc3)nnc2SC1
8	CC(C)C(=O)NC(Nc1ccccc1Cl)C(Cl)(Cl)Cl (centres undefined)
0	COC(=O)c1c(-c2ccccc2)no[n+]1[O-]
-5	CS(=O)(=O)NCCC(=O)O

Carrying on.
LDHA block	SMILES
-12	C=CCN(Cc1ccc(OC)cc1)C(=O)c1cc(=O)c2ccccc2o1
4	Cc1ccc(-c2cnc(CCC(=O)NCC(c3cccc(F)c3)N(C)C)o2)cc1 (centres undefined)
5	CCNC(=O)CN1CCCN(C(=O)CCCc2c[nH]c3ccccc23)CC1
-2	c1ccc(CCN2CCC(NC3CCCC3)CC2)cc1
u	CCOc1cc(/C=C(/C#N)c2ccc(F)cc2)cc(Cl)c1OCc1ccccc1C#N
2	CC(C)=NNC(=O)c1cccc(C(=O)NN=C(C)C)c1
10	Cc1ccc(-c2c(C)nn3c(N4CCN(CCO)CC4)cc(C)nc23)cc1
6	Cc1ccc2nc(C)cc(C(=O)NC3CCC(O)CC3)c2c1 (centres undefined)
1	COc1ccc(C(CNC(=O)CNC(C)(C)C)c2c[nH]c3ccccc23)cc1 (centres undefined)
-6	N#CC(C(=O)Nc1ccccc1)=C1CCCC1
2	Cc1nc(-c2cccs2)c(CCC(=O)N2CCN(c3ccc(F)cc3)CC2)s1
5	CC(=O)c1c(Cl)nc2ccccc2c1-c1ccccc1
3	CCN(CC)CCCNC(=O)NC12CC3CC(CC(C3)C1)C2
0	O=C(CSc1ncnc2sc3c(c12)CCCC3)Nc1ncc(Cl)cc1Cl
5	C=CCn1c(SCC(=O)Nc2ccccc2)nc2c1c(=O)[nH]c(=O)n2C
-7	COc1ccc(Cl)cc1NC1=C(C(=O)N2CCOCC2)S(=O)(=O)c2ccccc21
-8	C=C(C)C1CC=C(C)/C(=N/NC(N)=S)C1 (centres undefined)
22	COc1ccc2ncc(C#N)c(Nc3cc(OC)c(OC)c(OC)c3)c2c1
-6	CC(C)NC(=O)Cc1ccc(-n2c(=O)c3ccccc3n(Cc3cccc(Cl)c3)c2=O)cc1
9	Cc1cccc(C(C)NNC(=O)C(O)(c2cccc(C)c2)c2cccc(C)c2)c1 (centres undefined)
10	CNC(=O)NC(=O)CSc1ccc(Br)cc1
9	COc1ccc(C(=O)/C=C/c2ccc(OC)c(OC)c2)c(OC(=O)c2cccs2)c1
3	Cc1ccc(N(CC(=O)NCc2ccccc2C)S(=O)(=O)N(C)C)cc1
9	COc1cc2nc(NC(=O)c3ccc(F)cc3Br)sc2cc1OC
2	CC(C)Oc1ccc2c(-c3ccccc3)cc(=O)oc2c1
-2	COC(=O)c1cc(F)c(S(=O)(=O)N2CCN(S(=O)(=O)c3ccc4c(c3)OCCO4)CC2)cc1F
13	Cc1sc(-c2cc3c([nH]c2=O)CC(c2ccco2)CC3=O)nc1-c1ccc(Cl)cc1 (centres undefined)
5	O=C(/C=C/c1cc(Cl)cc(Cl)c1)NC1CCC(O)CC1 (centres undefined)
-18	COc1cccc(C)c1NC(=O)C(OC(=O)CNC(=O)c1ccccc1)c1ccccc1 (centres undefined)
6	CSc1cccc(NC(=O)c2ccc3c(c2)CCC3)c1
-8	O=C(CCc1ncc(-c2ccc(Cl)cc2Cl)o1)N1CCN(S(=O)(=O)c2ccccc2)CC1
8	CCOC(=O)c1c(C)[nH]c(C(=O)C(C)N(C)Cc2ccccc2)c1C (centres undefined)
3	COc1cc(/C=N/OCc2ccccc2)ccc1OCc1ccc(C(=O)O)cc1
3	COc1ccc(C)cc1NS(=O)(=O)c1cc(-c2c(C)nn3c2NC(=O)CCC3=O)ccc1OC
-18	O=C(CCCOc1ccccc1)OCC(=O)c1ccc2c(c1)OCO2
-8	CCCCNC(=O)c1ccc(NC(=O)c2ccc(F)cc2)cc1
2	CCOc1cc(CNC(=O)c2ncoc2-c2cccc(Cl)c2)ccc1OC
5	Cc1ccc(C)c(CN2CCN(c3nc4c(c(=O)[nH]c(=O)n4C)n3CCC(C)C)CC2)c1
-36*	Cc1cc(C2=NNC(=Nc3ccccc3)SC2)c(C)n1CC1CCCO1 (centres undefined)
-16	COc1ccc(CNC(=O)CN2C(=O)N(c3cccc(OC)c3)S(=O)(=O)c3ccccc32)cc1
1	Fc1ccc(NC(=S)N/N=C/c2ccc(C(F)(F)F)cc2)c(F)c1
-4	Cc1cccc(NC(=S)NCc2ccc(Cl)cc2)c1
2	COc1cc(C=O)c(-c2ccccc2)cc1OC
7	CC(=O)c1cccc(NC(=O)CSc2nc3c(-c4ccccc4)c[nH]c3c(=O)n2C2CC2)c1
-4	O=S(=O)(CCN1CCOC(c2ccccc2)C1)c1ccccc1 (centres undefined)
6	O=C1CCCC2=C1C(c1ccc(Br)cc1)n1nc(-c3ccco3)nc1N2 (centres undefined)
2	Nc1nc(Cl)ccc1[N+](=O)[O-]
0	CC(C)C(NC(=O)c1ccc(I)cc1)C(C)C
-3	Cc1ccc(C(=O)NCC(=O)O)cc1C
17	Cc1cc(-c2nn3c(-c4ccco4)nnc3s2)n(C)n1

(listing goes on)
LDHA block	SMILES
-2	Cc1ccc(C)c(S(=O)(=O)CCN2CCN(c3cccc(Cl)c3)CC2)c1
-1	CCCn1nc(C(=O)N2CCN(S(=O)(=O)c3ccc(C)cc3C)CC2)c2ccccc2c1=O
3	CC(=O)Nc1cccc(NC(=O)CC(C)c2ccccc2)c1 (centres undefined)
0	C#CCOc1c(Br)cc(/C=C2/NC(=O)NC2=O)cc1OCC
1	CCc1nc2ccccc2c(C(=O)OCC(=O)NCCc2ccccc2)c1C
10	COc1ccc(N(C(=O)c2ccc(S(=O)(=O)N3CCCCC3)cc2)C2C=CS(=O)(=O)C2)cc1 (centres undefined)
-2	CCCOC(=O)C(N)c1ccccc1 (centres undefined)
-1	CC(C)C(NC(=O)NCc1ccn[nH]1)c1ccc2c(c1)OCCCO2 (centres undefined)
-2	CCn1cnc2c1c(=O)n(CC(=O)Nc1ccc3c(c1)OCCO3)c(=O)n2Cc1ccccc1
-6	Cc1cccc(OCCN(C)C(=O)c2n[nH]c(=O)c3ccccc23)c1
0	CC(C)NC(=O)CCC(=O)c1ccc2c(c1)OCCO2
1	COc1cccc(NC(=O)CSc2nc3ccc(NC(=O)c4ccc(F)cc4)cc3s2)c1
7	CCc1ccc(C(=O)Nc2ccc(C(N)=O)cc2)cc1S(=O)(=O)N1CCOCC1
0	CC1=C(C(=O)Nc2ccccn2)C(c2ccc3c(c2)OCO3)n2ncnc2N1 (centres undefined)
3	O=[N+]([O-])c1ccc(Oc2ccc3ccncc3c2)cc1C(F)(F)F
6	COC(=O)C(C)Oc1ccc2c(=O)c(-c3ccc(Cl)cc3)c(C(F)(F)F)oc2c1 (centres undefined)
10	Cc1ccnc2nc(C(=O)OC(C)C(=O)c3c[nH]c4ccccc34)nn12 (centres undefined)
-8	Cc1ccc(N2CCN(C(C(=O)Nc3c(C)cccc3C)c3ccccc3OC(F)(F)F)CC2)cc1 (centres undefined)
9	Cc1ccc(NS(=O)(=O)c2ccc(Cl)c(C(=O)O)c2)cc1Cl
-1	CCCc1nc(SC)ncc1C(=O)NCCc1ccc(OC)c(OC)c1

Compounds listed so far with fluorine, in the order listed:
LDHA block	SMILES
5	CCCNCc1ccc(-c2ccc(F)cc2)o1
3	COC(=O)c1[nH]c(C)c(/C(O)=C2\C(=O)C(=O)N(CCCn3ccnc3)C2c2ccccc2F)c1C (centres undefined)
0	Cc1cc(NCc2cccnc2)n2nc(C(F)(F)F)c(-c3ccccc3Cl)c2n1
-20	CC(NCc1ccccc1C#N)c1ccccc1F (centres undefined)
5	COc1cc2c(cc1OC)CN(C(=O)c1sc3cccc(F)c3c1C)CC2
16	Cc1ccc(-c2noc(CNc3ccccc3F)n2)cc1
-9	CCOC(=O)C1=C(C(F)(F)F)NC2(O)c3ccccc3C(=O)C12O (centres undefined)
5	O=C(Cn1nnc(-c2ccc(F)cc2)n1)c1ccc2c(c1)CCCC2
-1	COCCCn1cc(CN2CC(N3CCN(Cc4ccccc4F)CC3)CS2(=O)=O)nn1 (centres undefined)
4	Cc1ccc(-c2cnc(CCC(=O)NCC(c3cccc(F)c3)N(C)C)o2)cc1 (centres undefined)
u	CCOc1cc(/C=C(/C#N)c2ccc(F)cc2)cc(Cl)c1OCc1ccccc1C#N
2	Cc1nc(-c2cccs2)c(CCC(=O)N2CCN(c3ccc(F)cc3)CC2)s1
9	COc1cc2nc(NC(=O)c3ccc(F)cc3Br)sc2cc1OC
-2	COC(=O)c1cc(F)c(S(=O)(=O)N2CCN(S(=O)(=O)c3ccc4c(c3)OCCO4)CC2)cc1F
-8	CCCCNC(=O)c1ccc(NC(=O)c2ccc(F)cc2)cc1
1	Fc1ccc(NC(=S)N/N=C/c2ccc(C(F)(F)F)cc2)c(F)c1
1	COc1cccc(NC(=O)CSc2nc3ccc(NC(=O)c4ccc(F)cc4)cc3s2)c1
3	O=[N+]([O-])c1ccc(Oc2ccc3ccncc3c2)cc1C(F)(F)F
6	COC(=O)C(C)Oc1ccc2c(=O)c(-c3ccc(Cl)cc3)c(C(F)(F)F)oc2c1 (centres undefined)
-8	Cc1ccc(N2CCN(C(C(=O)Nc3c(C)cccc3C)c3ccccc3OC(F)(F)F)CC2)cc1 (centres undefined)
